High-throughput results deposited in PubChem by several laboratories.
M5 PAM: human M5 muscarinic receptor positive allosteric modulators, primary screen, CHO-K1 cells, Fluo-8 calcium fluorescence; activation, % at 3 µM; CHO-K1 hM5, ACh EC20 PAM; 0% = ACh EC20, 100% = ACh EC100; 360,000 compounds, 0.3% hits;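 active = activation above the run cutoff, the mean activation of all test compounds plus 3 SD, cut at about 18% in these data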
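Test system: CHO-K1 hM5 cells / Doses: single-point, 3 µM nominal / Times: Post-acetylcholine fluorescence recording 140 s / Technique: Fluo-8 calcium fluorescence / Measure: Max/basal fluorescence ratio as % of EC20–EC100 ACh window / Benchmarks: low control EC20 acetylcholine (0%), high control EC100 acetylcholine (100%) / Replicates: one well per compound, no replicates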
TAAR1 ag: human TAAR1 agonists, primary screen, Fluo-8 calcium fluorescence, CHO RD-HGA16 cells; AID 624467, 2012; 360,000 compounds, 0.99% hits; Trace amine-associated receptor 1 (Homo sapiens), Q96RJ0; activation, % at 3 µM; vehicle wells 0%, saturating PEA agonist 100%;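 active = activation above the mean activation of all test compounds in the run plus 3 SD, cut at about 38% in these data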
Target sequence (Q96RJ0 whole entry, looked up): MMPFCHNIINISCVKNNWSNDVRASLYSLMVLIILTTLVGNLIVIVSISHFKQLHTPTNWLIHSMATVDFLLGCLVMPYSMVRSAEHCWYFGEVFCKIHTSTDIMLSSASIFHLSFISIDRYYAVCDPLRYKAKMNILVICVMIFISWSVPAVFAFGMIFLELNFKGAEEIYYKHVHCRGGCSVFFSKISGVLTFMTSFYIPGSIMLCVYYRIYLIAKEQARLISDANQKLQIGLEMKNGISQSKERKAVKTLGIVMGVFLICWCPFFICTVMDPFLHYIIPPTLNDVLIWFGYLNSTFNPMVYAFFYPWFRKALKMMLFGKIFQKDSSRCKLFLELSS
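System: CHO-derived RD-HGA16 cells with stable Gα16 and human TAAR1 / Times: 17-24 h plating, Fluo-8 75 min 37 °C, 30 min RT / Technique: calcium-sensitive Fluo-8 signal, excitation 470-495, emission 515-575 nm / Measure: % activation relative to PEA EC100 response / Benchmarks: DMSO and PEA EC100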
M1 PAM parental: nonselective calcium activators in parental CHO-K1 cells, primary screen, counter-screen for M1 PAM project, cell-based, Fluo-8 calcium fluorescence, full deck, 1536-well; ATP EC20; 0% at ATP EC20, 100% at ATP max; activation, % at 3 µM; 360,000 compounds, 0.02% hits;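 active = activation above the run cutoff, the mean activation of all test compounds plus 3 SD, cut at about 40% in these data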;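 note: peak over basal fluorescence ratio in a 140 s read after ATP addition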
CHRM5 antagonist: human M5 muscarinic receptor antagonists, primary screen, CHO cells, Fluo-8 calcium fluorescence; Muscarinic acetylcholine receptor M5 (Homo sapiens), P08912; CHO-hM5 cells, ACh EC80; inhibition, % at 3 µM; 360,000 compounds, 0.59% hits; AID 624040, 2012;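 active = inhibition above a per-plate cutoff, the mean of that plate's test compounds plus 3 SD, cut at about 27% in these data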;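 note: 0% = acetylcholine EC80 with DMSO and 100% = DMSO without agonist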
M5 ag: human M5 muscarinic receptor agonists, primary screen, CHO-K1 cells, Fluo-8 calcium fluorescence; AID 624037, 2012; activation, % at 3 µM; 360,000 compounds, 0.19% hits; CHO-K1 hM5 cells; 0% DMSO wells, 100% maximal acetylcholine response;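 active = activation above the run's mean over test compounds plus 3 SD, cut at about 23% in these data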;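 note: signal is peak over basal fluorescence ratio across the kinetic read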
TAAR1 antagonist: human TAAR1 antagonists, primary screen, Fluo-8 calcium fluorescence, CHO RD-HGA16 cells | 360,000 compounds, 1.5% hits | antagonist | inhibition, % at 3 µM | Trace amine-associated receptor 1 (Homo sapiens), Q96RJ0 | AID 624466, 2012;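 active = inhibition above a per-plate cutoff, the mean inhibition of test compounds on that plate plus 3 SD, cut at about 49% in these data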;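 note: 0% = DMSO plus EC80 beta-PEA response and 100% = DMSO alone without agonist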
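Assay system: CHO-derived RD-HGA16 cells stably expressing human TAAR1 plus Gα16. Timing: 140 s kinetic read after compound, 140 s after agonist. Technique: kinetic Fluo-8 calcium fluorescence measurement. Measure: % inhibition of agonist calcium response.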
CRFBP-R2 block: antagonists of CRF-BP/CRF-R2 complex, primary screen, cell-based, HEK293, calcium dye fluorescence, uHTS. inhibition, % at 11.8 µM. AID 588475, 2011. CRF-induced calcium fluorescence. 350,000 compounds, 0.59% hits;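 active = inhibition of the ligand-induced calcium signal above about 50% at the single tested concentration, limit read from the data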
M4 PAM: human M4 muscarinic receptor positive allosteric modulators, primary screen, CHO-K1 cells, Fluo-8 calcium fluorescence; Muscarinic acetylcholine receptor M4 (Homo sapiens), P08173; CHO-K1 hM4/Gqi5, ACh EC20; 0% = ACh EC20, 100% = maximal ACh; activation, % at 3 µM; 360,000 compounds, 0.4% hits; AID 624126, 2012;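 active = activation above its plate's cutoff, the mean activation of sample wells plus 3 SD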; note: some results filed as inactive read as strong as hits
Target sequence (P08173 whole entry, looked up): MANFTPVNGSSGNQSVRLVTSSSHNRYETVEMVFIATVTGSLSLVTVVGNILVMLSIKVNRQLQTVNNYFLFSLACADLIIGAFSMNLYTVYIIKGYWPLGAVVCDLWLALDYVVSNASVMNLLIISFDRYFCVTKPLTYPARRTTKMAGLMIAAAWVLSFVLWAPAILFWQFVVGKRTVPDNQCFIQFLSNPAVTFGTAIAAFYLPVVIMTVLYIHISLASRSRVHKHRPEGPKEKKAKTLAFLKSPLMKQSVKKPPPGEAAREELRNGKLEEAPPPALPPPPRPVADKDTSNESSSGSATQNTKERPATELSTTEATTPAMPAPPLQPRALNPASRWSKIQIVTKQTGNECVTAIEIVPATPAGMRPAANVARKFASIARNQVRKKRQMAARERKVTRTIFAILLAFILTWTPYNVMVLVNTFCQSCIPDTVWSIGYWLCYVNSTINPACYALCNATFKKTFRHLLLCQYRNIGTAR
CRFR2-BP ag: agonists of CRF-BP/CRF-R2 complex, primary screen, cell-based, HEK293, calcium dye fluorescence, uHTS; AID 588473, 2011; calcium dye fluorescence (FLIPR); percent of saturating CRF peptide response; 350,000 compounds, 0.46% hits; CRF-binding protein / CRF receptor 2 complex (human); activation, % at 13.2 µM;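 active = activation of at least 50%, plus an integration ratio under a set limit after plate pattern correction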;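 note: plate controls were neutral control wells without compound for no effect and CRF at EC100 for full effect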
Active calls of the source: *; / = not tested or not shown.

SMILES | M5 PAM | TAAR1 ag | M1 PAM parental | CHRM5 antagonist | M5 ag | TAAR1 antagonist | CRFBP-R2 block | M4 PAM | CRFR2-BP ag
Cn1ccc2c(-c3ccc4c(c3)OCCO4)cc3c(c21)C1CCC3O1 (stereo unspecified) | -1 | -2 | 4 | 0 | -4 | -43 | / | 11 | /
N#Cc1cnn(-c2ccc(F)cc2)c1N | 19* | 1 | -13 | -16 | 6 | -19 | -3 | 3 | 4.5
C=CCN1c2ccccc2[C@]23C[C@@H](C(=O)OC)N(C(=O)C4CCC4)C2=NC(C(=O)OC)=C(C(=O)OC)[C@H]13 | -3 | -1 | -11 | 13 | -2 | 9 | 14 | 0 | 0.1
O=C(O)C1CC(=O)N(Cc2ccccc2)C1 (stereo unspecified) | -1 | 0 | 11 | 0 | -1 | 1 | -4 | -1 | -0.5
COc1ccc(-c2nc(NC(=O)CSCCO)sc2C)cc1 | 0 | 1 | 6 | 7 | 4 | -16 | -7 | 6 | 3.3
C=CCn1c(COc2ccc(F)cc2)nnc1SC(C)C(=O)NCC1CCCO1 (stereo unspecified) | 0 | 0 | 4 | 14 | -4 | 10 | 6 | 3 | 0.4
O=C(CCn1nnc(-c2cccs2)n1)NC1CCCCC1 | -1 | 0 | 16 | -1 | 2 | 8 | -5 | 8 | -1.3
CC(=O)/C(N=Nc1ccc(-n2ccc(C(F)(F)F)n2)cc1)=C(\C)O | -11 | 2 | -5 | 6 | -4 | -23 | -14 | -4 | -3.6
COCCNC(=O)C(C#N)c1nc2ccccc2nc1N1CCCCCC1 (stereo unspecified) | -2 | 7 | 9 | -3 | -1 | -1 | 5 | -5 | 3.7
COc1ccc(-c2ccncc2)cc1OC | 8 | 5 | 12 | 11 | 1 | -7 | 8 | 0 | -2.0
CC(O)C(NS(=O)(=O)c1ccc(Cl)cc1)C(=O)OCC(=O)Nc1cccnc1Cl (stereo unspecified) | -8 | 4 | -13 | 4 | -1 | 5 | -2 | -2 | -0.7
CCN1C(=O)C(=O)N(CC(=O)N(C)CC(=O)Nc2ccccc2C(F)(F)F)C1=O | 5 | 6 | 8 | -1 | 2 | -8 | 2 | 7 | 1.4
Cc1cccc(C(=O)OCC(=O)c2ccc3c(c2)OCO3)c1O | -4 | 1 | 6 | 15 | -2 | -8 | -4 | -3 | 1.4
CCn1c(SCC(=O)c2ccc(OC)cc2)nnc1C(C)NC(=O)c1ccc(OC)cc1 (stereo unspecified) | 2 | 1 | -9 | -8 | 1 | 14 | -1 | 3 | -0.9
Clc1ccc(-c2nnc3sc(-c4ccc(Br)o4)nn23)c(Cl)c1 | -4 | 3 | 14 | -1 | 2 | -12 | 15 | 12 | -1.1
Cc1ccc(S(=O)(=O)CCc2nnc(N)s2)cc1C | 0 | 7 | 4 | -9 | 2 | 2 | 4 | -3 | -0.2
COC(=O)C(NS(=O)(=O)c1ccccc1Br)C(C)C (stereo unspecified) | 10 | 10 | -9 | 1 | -1 | -2 | 1 | 3 | -3.2
O=C(NCc1nnc(SCC(=O)N2CCCc3ccccc32)o1)c1ccccc1F | 22* | 7 | 1 | 12 | 13 | -2 | -2 | 14 | -0.1
Cc1ccc(Cl)c2sc(NC(=O)C3CC3)nc12 | 0 | 0 | 13 | -7 | 2 | -17 | -6 | 12 | -2.1
CC(C)COP(=O)(OCC(C)C)C(O)c1ccc(N(C)C)cc1 (stereo unspecified) | -1 | 0 | 5 | 9 | -2 | -9 | 5 | 15 | -1.1
O=C(Nc1nc2cc3c(cc2s1)OCO3)c1cccc(N2C(=O)CCC2=O)c1 | -2 | 4 | -13 | 7 | 4 | -7 | 16 | 8 | -1.9
O=S(=O)(/N=C(\c1ccccc1)N1CCOCC1)c1cccs1 | 3 | 13 | 12 | 4 | -1 | -14 | 15 | 2 | 0.5
O=C(Nc1ccc(-c2ccccc2)cc1)c1ccco1 | -15 | 3 | 5 | 17 | 0 | -18 | 4 | -13 | -2.8
CC1CCc2nc(NC(=O)Cc3cccs3)sc2C1 (stereo unspecified) | 3 | 17 | 14 | -6 | -2 | 3 | 3 | 6 | -0.5

Sorted by molar mass (highest first): some entries from above.
SMILES | M5 PAM | TAAR1 ag | M1 PAM parental | CHRM5 antagonist | M5 ag | TAAR1 antagonist | CRFBP-R2 block | M4 PAM | CRFR2-BP ag
CCn1c(SCC(=O)c2ccc(OC)cc2)nnc1C(C)NC(=O)c1ccc(OC)cc1 (stereo unspecified) | 2 | 1 | -9 | -8 | 1 | 14 | -1 | 3 | -0.9
O=C(Nc1nc2cc3c(cc2s1)OCO3)c1cccc(N2C(=O)CCC2=O)c1 | -2 | 4 | -13 | 7 | 4 | -7 | 16 | 8 | -1.9
Cc1ccc(S(=O)(=O)CCc2nnc(N)s2)cc1C | 0 | 7 | 4 | -9 | 2 | 2 | 4 | -3 | -0.2

Entries of single compounds, looked up by structure. Order of screens: M5 PAM, TAAR1 ag, M1 PAM parental, CHRM5 antagonist, M5 ag, TAAR1 antagonist, CRFBP-R2 block, M4 PAM, CRFR2-BP ag
Entry for Cc1ccc(Cl)c2sc(NC(=O)C3CC3)nc12 : 0, 0, 13, -7, 2, -17, -6, 12, -2.1
Entry for CC1CCc2nc(NC(=O)Cc3cccs3)sc2C1 (stereo unspecified) : 3, 17, 14, -6, -2, 3, 3, 6, -0.5
Entry for O=C(Nc1nc2cc3c(cc2s1)OCO3)c1cccc(N2C(=O)CCC2=O)c1 : -2, 4, -13, 7, 4, -7, 16, 8, -1.9

Other entries.
SMILES | M5 PAM | TAAR1 ag | M1 PAM parental | CHRM5 antagonist | M5 ag | TAAR1 antagonist | CRFBP-R2 block | M4 PAM | CRFR2-BP ag
Cc1ccccc1NC(=O)c1cccc(N2C(=O)C3C4CC(C(Br)C4Br)C3C2=O)c1 (stereo unspecified) | -10 | 41* | -3 | 9 | 5 | 73* | -1 | -9 | 1.5
CCOC(=O)C1=C(CSc2nncn2C)NC(=O)NC1c1cc(OCC)ccc1OCC (stereo unspecified) | 0 | 10 | 7 | 10 | -1 | -7 | -13 | -3 | 3.3
CCOC(=O)c1c(CS(=O)(=O)c2ccccc2)n(C)c2cc(Br)c(O)cc12 | -7 | 10 | -3 | 8 | 5 | 17 | 1 | -8 | 0.3
Cc1cccc(N(CC(=O)N2CCN(C)CC2)S(=O)(=O)c2ccccc2)c1 | -1 | 11 | 10 | -2 | -9 | 7 | -4 | -13 | -1.6
CCCCc1nc2ccccc2c(C(=O)O)c1C | 3 | 10 | 29 | -7 | 0 | 1 | -7 | 2 | 1.6
O=C(NC(=S)N1CCN(c2c(Cl)cccc2[N+](=O)[O-])CC1)c1cccs1 | -3 | 0 | 4 | 7 | -3 | 34 | 8 | -9 | -1.6
O=C(c1nc2ccccn2c1CN1CCC(Cc2ccccc2)CC1)N1CCCC1 | -5 | 1 | 17 | -6 | -2 | -1 | -6 | -3 | -0.1
COc1ccc(C2/C=C\CNCC(=O)N2Cc2ccc(F)cc2)cc1 (stereo unspecified) | 4 | 16 | 18 | 11 | -2 | 7 | -4 | 0 | 0.6
O=C(c1cc([N+](=O)[O-])ccc1N1CCOCC1)N1CCN(S(=O)(=O)c2cc(Cl)ccc2Cl)CC1 | -4 | 1 | 2 | 9 | -7 | -7 | 11 | -4 | -1.1
CCOc1ccc(-c2ncncc2-c2ccccc2OC)c(O)c1 | -16 | 6 | 2 | 11 | -2 | 26 | -1 | -2 | -2.6
Cc1nn(C)c(C)c1CNC(=O)Nc1ccc(Cl)cc1 | 4 | 7 | 3 | -1 | 0 | -17 | 12 | 4 | -1.8
CN(C(=O)COC(=O)c1ccc(Br)c(S(=O)(=O)N2CCOCC2)c1)C1CCCCC1 | -15 | 4 | 3 | 10 | 6 | 24 | -7 | -3 | -1.8
Clc1ccc(-c2nnn(Cc3nc4ccccc4s3)n2)cc1 | -15 | 17 | 8 | 12 | -10 | 25 | -25 | -3 | 1.7
Cn1c(Nc2ccc(F)cc2)nc2cc(-c3ccsc3)sc2c1=O | 4 | -2 | 15 | -5 | -2 | 29 | / | 1 | /
Cc1ccccc1S(=O)(=O)Cc1ccc(C(=O)NCCCN2CCCC(C)C2)o1 (stereo unspecified) | -4 | 2 | 23 | 3 | -11 | 7 | -4 | -1 | 10
CCOC(=O)c1c[nH]c2c(C(F)(F)F)cccc2c1=O | -3 | 0 | 20 | 0 | 1 | 10 | 5 | -4 | -2.3
CC(CC(=O)Nc1nncs1)c1ccccc1 (stereo unspecified) | 4 | 2 | 14 | -2 | 3 | 3 | 2 | 13 | -3.1
CCCCN(C(=O)CSc1nnc(Nc2ccccc2)s1)c1c(N)n(CCC)c(=O)[nH]c1=O | 5 | 4 | 1 | 2 | 2 | 0 | -10 | 6 | 0.5
O=C(COC(=O)c1ccc(CNS(=O)(=O)c2ccc(F)c(Cl)c2)cc1)NCC1CCCCC1 | -3 | 7 | -14 | 2 | -1 | 25 | -3 | -2 | 4.0
COc1ccccc1N1CCN(C(=O)c2ccc(Br)o2)CC1 | -3 | -3 | -16 | 11 | 2 | 101* | -4 | 15 | -1.1
COc1cc(C2C3=C(CC(C)(C)CC3=O)OC3=C2C(=O)CC(C)(C)C3)cc([N+](=O)[O-])c1O | 1 | 4 | 6 | 6 | -6 | -8 | -4 | -4 | -2.0

Hits appear at their usual frequency; 4.2% or so of the library scored in one or more.
